uPA surface inh – blocks generation of uPA at the cell surface | cell surface uPA generation assay, qHTS | Potency, µM (doses to about 38.3 µM), inactives show top-dose activity change, negative = inhibition, hits mostly inhibitors | 0.31% of 330,000 active | AID 540303; active = well fitted inhibition curve with a large enough effect; inconclusive = small, poorly fitted or top-dose-only effect; inactive = no such curve, though single readings can be large or run the other way; tested in mouse RAW 264.7 cells; also: potency is read from the fitted curve at half-maximal effect; nearly all actives have a fitted effect of over 55% in size
PKM2 activator – activators of human pyruvate kinase M2. purified PKM2, Kinase-Glo ATP luminescence, activation; response scale: 0% is enzyme alone, no compound. Potency, µM (doses to about 57.5 µM), for inactives: at the top dose activation, most hits filed as activators. 0.34% of 260,000 active. AID 1631; also: potency is read from the fitted curve at half-maximal effect; nearly all actives have a fitted effect of over 55% in size
Target sequence (P14618 whole entry, looked up): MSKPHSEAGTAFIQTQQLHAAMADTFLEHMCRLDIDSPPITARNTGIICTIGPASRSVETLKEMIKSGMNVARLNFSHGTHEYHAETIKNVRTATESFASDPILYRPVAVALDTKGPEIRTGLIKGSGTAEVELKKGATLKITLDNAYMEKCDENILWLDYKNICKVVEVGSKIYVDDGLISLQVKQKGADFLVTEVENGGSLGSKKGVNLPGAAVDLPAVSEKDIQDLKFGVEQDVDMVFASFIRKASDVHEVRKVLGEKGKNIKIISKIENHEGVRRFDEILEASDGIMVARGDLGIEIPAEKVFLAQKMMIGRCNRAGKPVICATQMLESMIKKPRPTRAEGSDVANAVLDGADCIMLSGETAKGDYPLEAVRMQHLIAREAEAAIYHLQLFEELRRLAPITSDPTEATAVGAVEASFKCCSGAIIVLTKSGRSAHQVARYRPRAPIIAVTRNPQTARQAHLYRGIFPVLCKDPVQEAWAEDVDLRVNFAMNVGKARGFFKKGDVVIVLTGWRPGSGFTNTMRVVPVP
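Kinase-Glo luminescence reports ATP generated from ADP (0.1 mM) and PEP (0.5 mM) by purified hPK-M2 after 1 h at room temperature, pH 7.2 imidazole buffer; intermediate enzyme activity allows detecting inhibitors and activators.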
Giardia kill – kills Giardia lamblia; 0.15% of 340,000 active; Giardia lamblia trophozoite viability; AID 540267; activity change, % at 7.66 µM, hits read low; in the data active = activity change below about -80%; inconclusive = between about -30% and that limit;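 also: parasites exposed to compound for two days anaerobically before the ATP read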
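Giardia trophozoites, 100 cells per well, were exposed to compounds for 48 hrs at 37 deg C under anaerobic conditions; viability was then read as ATP content by bioluminescence after 15-30 min at room temperature.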
B2AR arrestin – agonists driving beta-arrestin recruitment to human beta2-adrenergic receptor. P07550. beta-arrestin recruitment to beta2AR, cell-based reporter. Potency, µM (highest dose often 46.1 µM), without a hit: top-dose activation, hits mostly activators. 0.02% of 330,000 active;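 also: potency is read from the fitted curve at half-maximal effect; 0% = DMSO controls and full agonism = EC100 isoproterenol or metaproterenol; nearly all actives have a fitted effect of over 65% in size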
Target sequence (P07550 whole entry, looked up): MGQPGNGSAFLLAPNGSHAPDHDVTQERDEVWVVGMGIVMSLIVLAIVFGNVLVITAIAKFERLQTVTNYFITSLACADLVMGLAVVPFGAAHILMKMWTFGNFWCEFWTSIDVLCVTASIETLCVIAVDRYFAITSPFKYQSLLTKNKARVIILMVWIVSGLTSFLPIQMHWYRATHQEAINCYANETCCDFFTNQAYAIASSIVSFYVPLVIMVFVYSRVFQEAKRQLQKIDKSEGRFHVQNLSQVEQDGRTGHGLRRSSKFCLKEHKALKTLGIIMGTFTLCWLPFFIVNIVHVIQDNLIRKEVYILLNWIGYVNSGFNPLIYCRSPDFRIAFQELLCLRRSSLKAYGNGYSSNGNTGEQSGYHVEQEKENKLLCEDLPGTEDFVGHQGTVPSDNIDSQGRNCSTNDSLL
USP2a inh – inhibitors of human ubiquitin-specific protease USP2a; AID 463254; 0.01% of 330,000 active; Potency, µM (series often up to 38.3 µM), for the others: top-dose activity change, negative = inhibition, usual class: inhibitors; USP2 core, Ub-CHOP2 coupled fluorogenic reporter, 485/531;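 also: potency is read from the fitted curve at half-maximal effect; plate controls were DMSO wells for no effect and full inhibition by NEM control for full effect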
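USP2 core (10nM final) preincubated 30min RT with compound in 20mM Tris-HCl pH 8.0, 2mM CaCl2, 2mM beta-mercaptoethanol, 0.05% CHAPS; 25nM Ub-CHOP2 plus 25nM reporter substrate added, fluorescence (Ex485/Em531) read after 60min.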
FBPA coupling cs – inhibits coupling enzyme system, counter-screen for aldolase hits. coupling enzyme system counterscreen, AmpLite Red fluorescence. activity change, negative = inhibition, % at 58.2 µM, hits read low. 0.67% of 290,000 active; in the data active = activity change below about -30%
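Compounds tested against the coupling enzymes alone at 57.5 uM final; readout was AmpLite Red fluorescence (525/598 nm) after 20 min at RT.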
BCR signal inh – inhibitors of chronic active B-cell receptor signaling; 0.05% of 340,000 active; Potency, µM (top dose mostly 46.1 µM), for the others: top-dose ratio change, negative = lower green/red ratio, hits mostly inhibitors; AID 493014; ABC-DLBCL IkBa-CBG/CBR reporter, luminescence ratio, 4 h; active = well fitted inhibition curve with a large enough effect in the signal ratio, with a control signal flat, not every such curve was filed as active; inconclusive = small, poorly fitted or top-dose-only effect, or effect the other way, or a change in a side signal; the % refers to the signal ratio;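 also: potency is read from the fitted curve at half-maximal effect; plate controls were basal doxycycline-induced cells for no effect and cells given 10 µM MG132 for full effect; MG132 reads +100%, hits lower the ratio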
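Doxycycline induced both beetle luciferases in TMD8 lymphoma cells; IKK-driven degradation limits the IkappaBalpha-fused green signal, while red luminescence normalises for cell number and nonspecific effects. Compounds tested up to 46 uM, 4 hrs.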
KCNH2 3.1 block – KCNH2 3.1 (human) potassium channel inhibition; 0.95% of 340,000 active; activity change, % (tested at about 1.8 µM); U2OS KCNH2 3.1, thallium flux FluxOr; stronger effect = lower value;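 active = maximum activity change below -70%; inconclusive = maximum activity change from -70% to -50%; inactive = maximum activity change above -50%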;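 also: thallium influx rate constant from kinetic fluorescence after stimulation buffer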
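Thallium flux read-out: FluxOr dye with Red40 quencher in HBSS/HEPES, 45 min at RT. Rate constants from kinetic reads were normalized to positive and negative DMSO controls. Cells: U2OS virally expressing the 3.1 isoform.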
hERG WT inh – inhibitors of human wildtype KCNH2 potassium channel; U2OS, BacMam KCNH2, thallium flux FluxOr; stronger effect = lower value; activity change, % at 1.84 µM; 0.37% of 340,000 active;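 active = maximum activity change below -70%; inconclusive = maximum activity change between -70% and -50%; inactive = maximum activity change above -50%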
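U2OS cells were transduced with wild-type KCNH2 virus (2.03 x 10^8 / mL) for 4 h at room temperature, then cultured overnight at 37 C. Thallium flux was read with FluxOr dye. Rate constants were normalized to DMSO controls.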
GALK inh – inhibitors of human galactokinase | P51570 | Purified GALK, Kinase-Glo residual ATP luminescence | Potency, µM (top dose mostly 57.5 µM), inactives show at the highest dose activity change, negative = inhibition, most hits filed as inhibitors | 0.007% of 270,000 active; also: potency is read from the fitted curve at half-maximal effect
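ATP-depletion format; final 35 uM ATP, 100 uM D-galactose, 5 nM enzyme; pH 8.0 HEPES/Mg2+ buffer; 60 min RT; luminescence read 10 min after detection reagent.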
Eya2 inh – blocks the phosphatase activity of human Eya2 | O00167 | recombinant Eya2, OMFP fluorescence dephosphorylation (OMFP is methylfluorescein phosphate) | Potency, µM (highest dose often 76.9 µM), without a hit: at the top dose activity, negative = inhibition, actives largely listed as inhibitors | 0.006% of 330,000 active; also: potency is read from the fitted curve at half-maximal effect
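Eya2 (0.2 uM) preincubated 10 min at ambient with compound, then OMFP substrate added at 50 uM; 10 min reaction in 50 mM HEPES pH 7.5, 50 mM NaCl, 5 uM MgCl2, 0.05% BSA, 1 mM DTT. Fluorescence read at Ex 485/Em 525 nm.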
An asterisk follows results filed as active; u = inconclusive; x = no result given; [ ] = remark or other dose. Unless noted, calls follow the shape of the dose curve; as a rule, active = well fitted curve in the direction sought with a large enough effect; inconclusive = small, poorly fitted or top-dose-only effect, or another doubt; inactive = no such curve, though single readings can be large; an effect the other way counts as inactive or inconclusive. Unless noted, % is scaled to controls: 0 for no effect and ±100 for the full control effect.

1) CCOC(=O)c1c(NC(=O)C(C)S(=O)(=O)c2cn(CC)c3ccccc23)sc2c1CCCC2 (stereo not given)
2) CC(=O)Nc1ccc(N=c2cc([N+](=O)[O-])cc(Cl)n2O)cc1
3) Cc1ccc(CNC(=O)CN(CCc2ccccc2)S(C)(=O)=O)cc1
4) Cc1ccc(Cl)cc1NC(=O)COC(=O)CN1C(=O)C2CCCCC2C1=O (stereo not given)
5) Cc1cc(NC(=O)COC(=O)C2CC(=O)N(c3ccccc3)C2)no1 (stereo not given)
6) CCOC(=O)CSC(=S)NC(=O)c1ccc(OC)cc1

assay / entry	1	2	3	4	5	6
uPA surface inh	8%	-5%	6%	11%	-1%	2%
PKM2 activator	0%	x	-1%	x	-1%	-2%
Giardia kill	16	-1	-14	-4	-11	4
B2AR arrestin	-0.8%	0.5%	-0.3%	0.1%	0.3%	-0.7%
USP2a inh	4%	2%	-1%	3%	-1%	1%
FBPA coupling cs	-9	-3	2	x	1	3
BCR signal inh	6%	u	-2%	u	-9%	u
KCNH2 3.1 block	7	-20	33	-1	5	16
hERG WT inh	-2	-30	1	-5	5	-1
GALK inh	x	x	-1%	x	15%	0%
Eya2 inh	-1%	3%	-18%	18%	-11%	-3%

7) C/C(=N/NS(=O)(=O)c1cccc([N+](=O)[O-])c1)c1ccc2c(c1)OCO2
8) CC(=O)C1C(=O)C=C(c2cccs2)CC1c1ccccc1 (stereo not given)
9) CC(C)(C)NC(=O)C(c1ccncc1)N(C(=O)CNC(=O)c1ccco1)c1ccc(F)cc1 (stereo not given)
10) Cc1cccc(NC(=O)C(CCC(N)=O)NC(=O)OCc2ccccc2)c1 (stereo not given)
11) COc1cc(CNCc2ccccc2)c(Br)cc1OC1CCCC1
12) COc1ccc(OC)c(S(=O)(=O)NCCC(C)C)c1

assay / entry	7	8	9	10	11	12
uPA surface inh	-6%	-2%	2%	3%	-5%	-2%
PKM2 activator	3%	x	x	-3%	-21%	9%
Giardia kill	-10	6	-16	-2	-13	5
B2AR arrestin	-0.1%	0.0%	-0.2%	0.7%	u	0.0%
USP2a inh	1%	1%	-1%	1%	-1%	2%
FBPA coupling cs	0	7	0	-1	2	2
BCR signal inh	1%	7%	-1%	2%	u	7%
KCNH2 3.1 block	14	-42	3	-7	-11	-8
hERG WT inh	11	3	0	-6	8	4
GALK inh	-7%	10%	-1%	-2%	9%	0%
Eya2 inh	-17%	-18%	-15%	-10%	-10%	-11%

13) COc1ccc(-c2nnc3sc(COc4ccccc4)nn23)cc1
14) CN1CCN(CC(=O)Nc2nc3c(s2)CCCC3)CC1
15) COC(=O)C(C)NC(=S)N1CCN(c2c(F)cc3c(=O)c(C(=O)O)cn(C4CC4)c3c2OC)CC1C (stereo not given)
16) Cc1ccc(NC(=O)[C@@H]2CCCN2S(=O)(=O)c2ccccc2F)cc1S(=O)(=O)N1CCOCC1
17) Cc1cc(Br)ccc1SCC(=O)OCC(=O)NC(C)c1ccccc1 (stereo not given)
18) CSc1nc(NC(C)(C)C)nc(Oc2ccc(=O)n(C)n2)n1

assay / entry	13	14	15	16	17	18
uPA surface inh	0%	-2%	-7%	-6%	-1%	-8%
PKM2 activator	11%	0%	-12%	-5%	7%	-2%
Giardia kill	-21	-1	u	0	9	-28
B2AR arrestin	0.4%	-0.5%	-0.8%	0.2%	-0.3%	-0.2%
USP2a inh	-1%	-4%	0%	0%	-1%	0%
FBPA coupling cs	-3	2	-3	0	2	2
BCR signal inh	0%	13%	1%	-8%	-1%	-3%
KCNH2 3.1 block	2	9	-1	27	5	3
hERG WT inh	2	5	5	3	1	-3
GALK inh	-1%	-2%	-2%	1%	1%	0%
Eya2 inh	-3%	-1%	23%	3%	-1%	2%

19) Cc1ccc(C)c(S(=O)(=O)N2CCN(c3nc(-c4cccnc4)nc4ccccc34)CC2)c1
20) CSc1snnc1-c1ccccc1
21) COc1ccc(C(CC(=O)Nc2cc([N+](=O)[O-])ccc2OC)c2ccccc2)cc1 (stereo not given)
22) CN=Cc1sc2ccccc2c1O
23) CCOC(=O)c1ccc2nc(C(F)(F)F)[nH]c(=O)c2c1
24) COC(=O)[C@]1(C)CCC[C@@]2(C)C3CC[C@]4(OC(C)=O)C[C@@]3(CCC21)CC4=NO (stereo not given in full)

assay / entry	19	20	21	22	23	24
uPA surface inh	19%	0%	5%	-7%	-5%	10%
PKM2 activator	x	2%	-18%	1%	-7%	x
Giardia kill	-18	8	18	-15	-27	7
B2AR arrestin	-0.5%	0.3%	-0.7%	0.2%	-2.9%	0.2%
USP2a inh	4%	-1%	-2%	1%	-2%	-2%
FBPA coupling cs	x	-1	0	4	1	x
BCR signal inh	6%	0%	21%	u	3%	u
KCNH2 3.1 block	20	-21	-25	12	-7	7
hERG WT inh	13	1	1	-6	-13	-1
GALK inh	x	-1%	-3%	0%	0%	x
Eya2 inh	3%	-27%	-3%	12%	8%	-17%

25) O=C(CSc1ccc([N+](=O)[O-])cc1)NNC(=O)c1ccccc1F
26) O=C(Nc1cccc(-c2cccc(F)c2)c1)C1CCN(CC2CCOC2)CC1 (stereo not given)
27) O=C(O)c1ccc(-c2ccccc2)[nH]1
28) COC(=O)c1c(C(=O)OC)c(-c2ccc(OC)cc2)n2c1CS(=O)C2 (stereo not given)
29) Cc1nc2ccccc2c(=O)n1/N=C/c1ccc(O)cc1
30) Cn1c(SCC(=O)Nc2cccc(F)c2)nnc1-c1cc2ccccc2o1

assay / entry	25	26	27	28	29	30
uPA surface inh	2%	0%	-1%	3%	1%	8%
PKM2 activator	-1%	-4%	5%	x	1%	-2%
Giardia kill	-17	4	4	-21	-9	-22
B2AR arrestin	0.0%	-0.5%	0.0%	0.2%	-1.2%	0.0%
USP2a inh	-2%	-1%	3%	-1%	-5%	2%
FBPA coupling cs	-1	x	5	0	3	1
BCR signal inh	10%	2%	u	-2%	u	1%
KCNH2 3.1 block	-5	-79*	-3	15	10	2
hERG WT inh	-1	-44	-18	1	-2	13
GALK inh	-1%	-2%	2%	1%	7%	-3%
Eya2 inh	11%	-3%	0%	3%	-3%	1%

31) C=CCC[C@H](Cc1ccc(F)cc1)C(=O)OC[C@H](C)NC(=O)[C@H](CC=C)CC(=O)N(CCO)Cc1ccccc1
32) Cc1ccc(OCc2nc(-c3ccccn3)no2)cc1
33) CC(C)(C)OC(=O)C[C@@H]1C/C=C\C[C@@H](CC(=O)NCCO)C(=O)NCCOC1=O
34) COc1ccc(CCNC(=O)Cn2nnc(-c3ccccc3F)n2)cc1OC
35) C#CCOC(=O)C(NC(=O)c1ccccc1)=C1CCCCC1
36) C(=C\c1ccccc1)/CSc1nnc(-c2ccccn2)n1Cc1ccco1

assay / entry	31	32	33	34	35	36
uPA surface inh	-2%	-14%	2%	-6%	-5%	-10%
PKM2 activator	x	-7%	x	5%	0%	14%
Giardia kill	7	26	-21	-9	-17	-6
B2AR arrestin	0.1%	0.3%	0.0%	-0.4%	-0.3%	0.0%
USP2a inh	4%	0%	0%	2%	3%	5%
FBPA coupling cs	x	3	x	2	0	-1
BCR signal inh	u	u	0%	2%	u	u
KCNH2 3.1 block	-14	-5	17	-10	0	-18
hERG WT inh	-8	-5	6	6	-12	2
GALK inh	x	5%	x	2%	-2%	-4%
Eya2 inh	-20%	7%	7%	-22%	-3%	-28%

37) O=C1C(NS(=O)(=O)c2ccc(Cl)cc2)=C(N2CCCCC2)C(=O)c2ccccc21
38) CSc1ccc(NC(=O)NCCCN2CCN(c3ccccc3F)CC2)cc1
39) CC(=O)c1c(NC(=O)C(C)C)nc(C)nc1-c1ccccc1
40) COc1ccc(S(=O)(=O)NCc2cccnc2)cc1

assay / entry	37	38	39	40
uPA surface inh	1%	-5%	3%	3%
PKM2 activator	-1%	3%	1%	0%
Giardia kill	-10	31[activator]	-18	-7
B2AR arrestin	0.4%	-0.2%	0.0%	-0.5%
USP2a inh	4%	3%	1%	0%
FBPA coupling cs	-34*	3	1	1
BCR signal inh	0%	4%	1%	6%
KCNH2 3.1 block	-15	-45	3	8
hERG WT inh	0	1	-13	-4
GALK inh	1%	-2%	-1%	0%
Eya2 inh	3%	1%	-2%	-1%

One compound at a time (already shown).
CC(=O)C1C(=O)C=C(c2cccs2)CC1c1ccccc1 (stereo not given) is entered as uPA surface inh: -2%; PKM2 activator: x; Giardia kill: 6; B2AR arrestin: 0.0%; USP2a inh: 1%; FBPA coupling cs: 7; BCR signal inh: 7%; KCNH2 3.1 block: -42; hERG WT inh: 3; GALK inh: 10%; Eya2 inh: -18%
O=C(Nc1cccc(-c2cccc(F)c2)c1)C1CCN(CC2CCOC2)CC1 (stereo not given) is entered as uPA surface inh: 0%; PKM2 activator: -4%; Giardia kill: 4; B2AR arrestin: -0.5%; USP2a inh: -1%; FBPA coupling cs: x; BCR signal inh: 2%; KCNH2 3.1 block: -79*; hERG WT inh: -44; GALK inh: -2%; Eya2 inh: -3%

Screens (PubChem)
